ERG-DNA inh = ERG Ets/DNA interaction inhibition; P11308; fluorescence polarization, His-ERG Ets domain / labelled DNA; Potency, µM (titrated, usually from 76.9 µM), without a hit: at the highest dose FP activity, negative = inhibition, most hits filed as inhibitors; 370,000 tested, 0.028% active; AID 624246; active means well fitted inhibition curve with a large enough effect in the polarisation, with a control signal flat; inconclusive means small, poorly fitted or top-dose-only effect, or effect the other way, or a change in a side signal; inactive means no such curve, though single readings can be large or run the other way; the % refers to the polarisation;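 further: polarization taken with two DNA probes labelled with fluorescein and Texas red; potency means the concentration at half of the fitted maximal effect; % of control where 0% means no effect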
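His-tagged ERG Ets domain (1 uM in the protein solution; 300mM KCl, 50mM Tris-HCl, 1mM EDTA, 1mM DTT, pH 7.5) received compound, then a probe mix of 5 nM fluorescein-DNA and 100nM Texas-615-DNA. Fluorescence polarization was read for both dyes.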
Pol kappa inh = blocks human DNA polymerase kappa activity; purified Pol kappa, fluorescent DNA synthesis assay, 10 min; 400,000 tested, 0.53% active; AID 588579; Potency, µM (doses to about 107 µM), for the others: at the highest dose activity, negative = inhibition, most hits filed as inhibitors; Q9UBT6; further: potency means the concentration at half of the fitted maximal effect; on the % scale 0 is the no-effect control and ±100 the full control effect
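50 nM final substrate added after 15 min RT preincubation of 10 nM Pol kappa with compound; fluorescence read at 0 and 10 min.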
POLB inh = DNA polymerase beta (human) inhibition | AID 485314 | P06746 | 340,000 tested, 1.3% active | Potency, µM (top dose mostly 114 µM), without a hit: at the top dose activity change, negative = inhibition, hits mostly inhibitors | Pol beta primer extension/strand displacement, fluorescence kinetic; further: potency means the concentration at half of the fitted maximal effect; on the % scale 0 is the no-effect control and ±100 the full control effect
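Reaction started by 50 nM substrate onto compound-treated Pol beta (10 nM, 15 min preincubation, room temperature); plates read at 0 min and 10 min. Normalized concentration-effect data fitted by four-parameter Hill equation.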
TRHR agonist = TRH receptor (human) agonism. activation, % at 2 µM. AID 493084. 360,000 tested, 0.18% active. TRHR cells, calcium flux fluo-8, FDSS agonist mode. P34981; in the data active means activation above about 30%; further: 0% is about no effect
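TRHR-expressing cells loaded with fluo-8 calcium dye; 23 nL library compound pin-transferred, kinetic FDSS fluorescence (Ex 480/Em 530) recorded about 180 s for agonist-induced calcium release, before a 10 nM TRH EC20 addition for potentiator mode.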
12-LOX inh = inhibitors of human 12S-lipoxygenase ALOX12. P18054. purified 12hLO, xylenol orange hydroperoxide absorbance. Potency, µM (highest dose often 108 µM), without a hit: at the highest dose activity change, negative = inhibition, actives largely listed as inhibitors. 580,000 tested, 1.1% active. AID 1671190; further: potency means the concentration at half of the fitted maximal effect; on the % scale 0 is the no-effect control and ±100 the full control effect
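Purified human 12hLO (150 nM final) in 25 mM Hepes, 0.01% Triton X-100, pH 7.0 was preincubated 15 min at room temperature with compound. Then 40 uM arachidonic acid was added, 30 min. Hydroperoxide was read by Fe-XO absorbance ratio 573/405 nm.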
BLM inh = Bloom syndrome helicase (human) inhibition; P54132; recombinant BLM DNA unwinding, fluorescence dequenching; Potency, µM (series often up to 56.1 µM), for the others: at the highest dose activity change, negative = inhibition, most hits filed as inhibitors; 350,000 tested, 0.2% active;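 further: potency means the concentration at half of the fitted maximal effect; plate controls were vehicle for no effect and no enzyme for full effect; nearly all actives have a fitted effect of over 35% in size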
Target sequence (P54132 whole entry, looked up): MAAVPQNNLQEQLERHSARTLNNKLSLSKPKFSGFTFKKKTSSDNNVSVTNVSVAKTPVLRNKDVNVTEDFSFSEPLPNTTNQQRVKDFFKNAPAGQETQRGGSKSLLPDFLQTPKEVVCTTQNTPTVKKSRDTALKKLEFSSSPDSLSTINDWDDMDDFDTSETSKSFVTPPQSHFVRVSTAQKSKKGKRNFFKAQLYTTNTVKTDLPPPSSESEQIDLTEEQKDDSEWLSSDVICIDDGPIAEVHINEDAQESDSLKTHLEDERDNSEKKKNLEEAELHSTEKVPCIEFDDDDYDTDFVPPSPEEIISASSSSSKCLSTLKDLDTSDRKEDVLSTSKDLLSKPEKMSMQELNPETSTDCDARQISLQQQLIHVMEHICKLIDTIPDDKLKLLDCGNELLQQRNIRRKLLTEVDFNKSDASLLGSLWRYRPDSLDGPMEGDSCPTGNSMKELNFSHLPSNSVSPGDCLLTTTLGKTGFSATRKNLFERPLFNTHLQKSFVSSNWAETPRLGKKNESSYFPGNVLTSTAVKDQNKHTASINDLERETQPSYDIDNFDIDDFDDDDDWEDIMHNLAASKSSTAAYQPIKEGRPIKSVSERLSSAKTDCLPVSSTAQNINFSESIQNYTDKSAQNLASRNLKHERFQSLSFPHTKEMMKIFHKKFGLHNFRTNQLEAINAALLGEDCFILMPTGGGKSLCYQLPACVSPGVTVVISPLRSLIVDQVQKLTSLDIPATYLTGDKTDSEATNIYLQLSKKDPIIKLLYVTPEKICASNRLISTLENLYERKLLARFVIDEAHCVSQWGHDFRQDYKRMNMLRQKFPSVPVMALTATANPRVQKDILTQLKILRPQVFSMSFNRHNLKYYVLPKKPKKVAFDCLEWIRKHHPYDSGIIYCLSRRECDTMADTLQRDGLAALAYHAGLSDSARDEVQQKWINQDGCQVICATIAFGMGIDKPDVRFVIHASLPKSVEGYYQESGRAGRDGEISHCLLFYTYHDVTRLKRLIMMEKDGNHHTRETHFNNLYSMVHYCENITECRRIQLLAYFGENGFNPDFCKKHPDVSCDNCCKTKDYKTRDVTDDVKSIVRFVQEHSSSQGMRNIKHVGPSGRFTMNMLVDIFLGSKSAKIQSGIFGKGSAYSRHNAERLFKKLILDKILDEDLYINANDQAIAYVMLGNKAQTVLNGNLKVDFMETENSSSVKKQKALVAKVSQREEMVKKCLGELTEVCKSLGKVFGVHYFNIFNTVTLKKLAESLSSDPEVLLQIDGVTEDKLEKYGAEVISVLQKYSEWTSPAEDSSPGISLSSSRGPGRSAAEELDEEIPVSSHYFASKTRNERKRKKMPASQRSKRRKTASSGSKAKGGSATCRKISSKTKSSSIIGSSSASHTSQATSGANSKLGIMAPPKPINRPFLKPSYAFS
Anesthetic bind = candidate novel general anesthetic via apoferritin binding; Potency, µM (top dose mostly 77.5 µM), for the others: at the top dose activity change, negative = displacement, usual class: inhibitors; P02791; 350,000 tested, 0.074% active; AID 485281; apoferritin/1-aminoanthracene competitive binding, fluorescence; further: potency means the concentration at half of the fitted maximal effect; on the % scale 0 is the no-effect control and ±100 the full control effect; nearly all actives have a fitted effect of over 20% in size
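Horse-spleen apoferritin (10 uM) was mixed with 50% saturated 1-aminoanthracene in PBS, exposed to compounds for 10 min at room temperature, and read for fluorescence (ex 380 nm, em 535 nm). Competitive displacement was fitted with a four-parameter Hill equation.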
POLI inh = blocks human DNA polymerase iota activity. Q9UNA4. Pol iota fluorescent replication assay, 10 min. Potency, µM (top dose mostly 115 µM), without a hit: at the highest dose activity, negative = inhibition, hits mostly inhibitors. 390,000 tested, 1% active. AID 588590; further: potency means the concentration at half of the fitted maximal effect
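Fluorescent replication assay read twice, at 0 min and 10 min after adding 50 nM (final) substrate. Enzyme (10 nM) and compounds were first incubated 15 min at room temperature; enzyme-free buffer wells were negative controls.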
APEX1 inh = blocks human APE1 abasic DNA cleavage; 350,000 tested, 0.35% active; AID 2517; recombinant APE1, TAMRA/BHQ-2 abasic DNA cleavage fluorescence; Potency, µM (top dose mostly 65.8 µM), for inactives: top-dose activity change, negative = inhibition, most hits filed as inhibitors;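 further: potency means the concentration at half of the fitted maximal effect; plate controls were vehicle for no effect and reference inhibitor for full effect; nearly all actives have a fitted effect of over 55% in size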
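Readout is kinetic fluorescence (ex 525, em 598 nm) from cleavage of 50 nM TAMRA/BHQ-2 THF abasic duplex by 0.75 nM APE1, compound added 15 min beforehand at RT.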
* hit, by the source's call; ? = inconclusive; / = not tested or not shown; & = joins results of further samples; [ ] = dose if it differs, or a comment. Unless noted, the call rests on the fitted dose curve; in most records, active means well fitted curve in the direction sought with a large enough effect; inconclusive means small, poorly fitted or top-dose-only effect, or another doubt; inactive means no such curve, though single readings can be large; an effect the other way counts as inactive or inconclusive. Some of the compounds tested; the hit share may differ from the screen's.

Molecule | ERG-DNA inh | 12-LOX inh | POLB inh | APEX1 inh | Anesthetic bind | Pol kappa inh | POLI inh | TRHR agonist | BLM inh
Cc1ccnc(NCc2ccc(Br)cc2)c1 | 7% | 4% | 15% | 18% | -19% | -5%[60.1 µM] | 16% | -0.9 | -5%
CCCOc1ccc(C2c3c(oc4cc(C)c(C)cc4c3=O)C(=O)N2CCCN2CCOCC2)cc1 (stereo not given) | 8% | 60%[activator] | ? | -11% | 35µM* | 12% | 7% | 0.1 | -3%
Cc1cccc(/C(N)=N/OC(=O)c2ccc(F)cc2)c1 | 2% | 14% | 52% | 14% | -5% | -3% | -6% | -0.3 | -1%
O=C(CN1CCN(S(=O)(=O)c2cc(Cl)ccc2Cl)CC1)Nc1ccc2c(c1)OCCO2 | 6% | ? | -2% | -11% | -16% | -3% | 0% | -1.1 | -5%
CCOC(=O)c1nn(-c2ccccc2)c2nc(-c3ccc(OC)cc3)c(C#N)c(=O)n12 | 1% | 6% | 21% | -4% | 4% | -4% | -11% | -0.1 | -2%
CC(=O)c1ccc(NC(=O)c2c3c(nc4ccccc24)C(=O)N(C2CCCCC2)C3)cc1 | -4% | ? | 3% | / | -13% | -7% | -2% | 0.9 | -1%
CSc1ccc(CCNC(=O)C2CCCN(S(=O)(=O)N(C)c3ccc(F)cc3)C2)cc1 (stereo not given) | 0% | -1% | -21% | / | 3% | -5% | 26% | 0.1 | -7%
CCCC(=O)OC1(C(=O)CO)CCC2C3CCC4=CC(=O)CCC4(C)C3C(O)CC21C (stereo not given) | / | / | / | -5% | -7% | -2%[60.1 µM] | / | / | 5%
CCc1ccc(C(=O)c2cn(CC(=O)Nc3ccc(OC)c(Cl)c3)c3nc(C)ccc3c2=O)cc1 | -2% | -9% | 2% | / | -6% | -10% | ? | -0.7 | -5%
Cc1ccccc1NC(=O)CSc1nc(=O)n(CCN2CCOCC2)c2c1CCCC2 | 12% | ? | / | 12% | / | 3% | 14% | 0.0 | /
CC(=O)c1ccc(N=Nc2c(C)[nH][nH]c2=O)cc1 | 2% | ? | / | / | / | -9% | 34%[activator] | / | /
CCOc1cc(/C=C2\C(=N)N3N=C(N4CCCCC4)SC3=NC2=O)ccc1OC(=O)c1ccco1 | 12% | 13% | ? | 18% | -24% | -28% | ? | -0.2 | -9%
Cc1cc(NC(=O)c2cc(C)on2)no1 | 0% | -1% | 1% | 2% | 4% | -17% | 39%[activator] | 0.6 | -3%
COc1cccc(/C=C2\SC(=S)N(CC(=O)N(C)C3CCS(=O)(=O)C3)C2=O)c1 (stereo not given) | -5% | 8% | 47%[activator] | -3% | -15% | 2% | -5% | -0.5 | 3%
CC[C@@]1(c2cccc(C)c2)C(=O)N(C(=O)OC)N1C(=O)OC | -8% | 7% | 2% | 25% | -9% | -5% | 19% | -0.2 | 0%
COc1ccccc1CN1C[C@@H]2C[C@@H](c3ccc(Cl)cc3)N3CCC[C@@]23C1=O | 0% | -13% | 23% | 5% | -14% | -1% | 71%[activator] | -0.8 | -3%
CC1=CC(C)(C)N(C(=O)CNC2CCCC2)c2cc(C)ccc21 | 4% | -16% | 0% | 5% | -8% | 11% | 37%[activator] | 0.0 | 3%
O=C(O)c1ccc(CN(c2ccccn2)S(=O)(=O)c2ccccc2)cc1 | / | 13% | 0% | 2% | -16% | -6% | 4% | 0.4 | -3%
O=C1Nc2ccc(F)cc2C12Nc1ccccc1-c1nnc(SCc3ccccc3F)nc1O2 (stereo not given) | / | ? | 0% | -1% | ? | -2% | ? | -0.5 | -5%
CCc1ccccc1NC(=O)c1ncoc1-c1ccco1 | 0% | -6% | 21% | / | -8% | -10%[60.1 µM] | -17% | -0.7 | -5%

Next section:
Molecule | ERG-DNA inh | 12-LOX inh | POLB inh | APEX1 inh | Anesthetic bind | Pol kappa inh | POLI inh | TRHR agonist | BLM inh
COc1ccc(CN2CCC(C(N)=O)CC2)cc1OCc1ccccc1 | -1% | ? | 0% | -4% | -6% | -12% | 6% | 0.7 | -3%
Cc1ccc(Nc2nc(N)nc(CN3CCN(Cc4ccc5c(c4)OCO5)CC3)n2)cc1Cl | -4% | -27%&-23% | 1% | -4% | ? | -1% | 1% | -0.3 | 3%
CCc1ccc(NC(=O)c2cc(CN3CCOCC3)on2)cc1 | 3% | -14% | -23% | / | -5% | -24% | 10% | 0.2 | 1%
C=CCn1c(SCC(=O)Nc2cc(C)on2)nc2sc3c(c2c1=O)CCCC3 | 1% | 0% | 19% | 2% | 7% | -2% | ? | 0.0 | -2%
CC(C)CNS(=O)(=O)c1ccc(Br)cc1N1CCC[C@@H]1CO | -1% | ? | / | -8% | / | -8% | 21% | / | /
CCN(C(=O)CSc1nnc(COc2ccccc2F)n1N)c1c(N)n(Cc2ccccc2)c(=O)[nH]c1=O | -6% | 312%[activator] | / | / | / | 1% | 9% | / | /
O=C(NC1CCOc2ccccc21)c1ccccn1 (stereo not given) | 14% | -8% | 0% | 25% | 3% | 6% | -10% | -0.6 | -3%
COc1cc(C(=O)N2CCN(C(=O)CC(C)C)CC2)cc(OC)c1OC | -8% | 3%[57.4 µM] | 0% | -1% | 18% | -7% | 2% | -0.2 | 1%
CCC1=NN(C(=O)c2cccnc2)C(O)(C(F)(F)F)C1 (stereo not given) | -10% | -10% | 7% | 0% | -15% | -4% | 0% | 0.3 | -1%
Cc1ccc(-n2c(N)c(-c3nc4ccccc4n3C)sc2=S)cc1 | 6% | -27% | 0% | -3% | -15% | -13% | 2% | 0.1 | -1%
COc1ccc(C2C/C(=N\O)C(C)(C)O2)cc1 (stereo not given) | 16% | ? | 10% | 13% | -13% | 5% | 3% | 0.2 | -3%
CCOc1ccccc1NC(=O)N1CCC(NC(=O)C2CCCCC2)CC1 | -7% | -1% | 3% | -4% | -1% | -4% | 19% | 0.3 | -1%
O=[N+]([O-])c1ccc(Cl)cc1C=NNc1ccccn1 | -4% | 2% | / | / | / | -6% | -14% | / | /
Cc1ccc(SCC(=O)NCCN2C(=O)CSC2=O)c(C)c1 | -7% | 0% | 4% | 5% | -8% | 7% | -6% | -0.9 | 2%
Cn1c(SCC(=O)c2ccccc2)nnc1-c1cccc(N)c1 | -10% | 0% | 2% | -4% | -22% | -9% | 18% | 0.1 | 0%
Cc1nc(SCC(O)CO)c([N+](=O)[O-])[nH]1 (stereo not given) | -2% | ? | 3% | -3% | -16% | -1% | 12% | 0.7 | -1%
CCc1ccc(S(=O)(=O)c2cn(C)c3cc(F)c(F)cc3c2=O)cc1 | 0% | 3%&1% | -6% | / | -6% | -19% | 33%[activator] | -2.1 | -3%
Cc1ccc(C2CC(=O)NC(SCC(N)=O)=C2C#N)s1 (stereo not given) | 4% | 0% | 1% | -1% | -6% | -23% | -1% | -0.1 | -4%
CC(C)NC(=O)c1ccccc1NC(=O)CCS(=O)(=O)Cc1ccccc1 | / | -6% | 2% | -2% | -7% | 5% | 38%[activator] | 0.9 | 1%
Nc1nc(NC(=O)c2cccnc2)nn1-c1ccccc1 | -8% | ? | -1% | 4% | -4% | -4% | -1% | -0.2 | 0%
O=C(NCC(=O)N1CCN(S(=O)(=O)c2ccc3c(c2)OCCO3)CC1)c1ccccc1F | 11% | 0% | / | 16% | / | 7% | -14% | / | /
Cc1c(C(=O)OCC(=O)Nc2ccc(C(N)=O)cc2)cccc1[N+](=O)[O-] | 2% | 10% | 27% | ? | -6% | -5% | 2% | 0.1 | -2%
COc1ccc(N(CC(=O)N/N=C/c2ccc(OC3CSC3)cc2)S(=O)(=O)c2ccccc2)cc1 | -6% | 15% | 11%[57.1 µM] | -2% | -9% | -2% | 29% | -0.4 | -4%

From PubChem BioAssay
